Screens (PubChem)
LYP phosphatase = inhibitors of LYP phosphatase, biochemical, fluorescence intensity, uHTS (AID 1779); hit rate 0.054% among 290,000; recombinant LYP phosphatase, fluorescence intensity; higher % means a stronger effect; inhibition, % at 11.5 µM; hits with a dose series show IC50 in µM; Tyrosine-protein phosphatase non-receptor type 22 (Homo sapiens); in the data active = inhibition above about 50%;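 note: plate controls were vehicle with enzyme for no effect and no enzyme for full effect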
Autophagy mod = autophagy modulators in MEF cells, primary screen, imaging, high-content, MEF GFP-LC3. MEF GFP-LC3 puncta imaging; test concentration mostly 10 µM. calls only at 10 µM (by protocol). hit rate 0.98% among 190,000. AID 463193, 2010;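 active = percentage of spot-positive cells more than 3 SD above its plate mean, without a fluorescence outlier flag or 80% toxicity; inconclusive = no clear call, values can overlap the other calls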;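 note: spot-positive cell cutoff set from DMSO-treated cells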
NTR1 agonist = agonists of NTR1, primary screen, imaging, U2OS cells, beta-arrestin-GFP, high content (AID 493036); hit rate 0.17% among 330,000; NTR1-U2OS beta-arrestin-GFP spot imaging, agonist mode; Neurotensin receptor type 1 (Homo sapiens), P30989; activation, % at 20 µM;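 active = activation at or above 40% of the spot to cytoplasm intensity ratio, with at least 20 cells analyzed; inconclusive = wells under 20 cells, flagged as cytotoxic or low count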;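 note: 0% = DMSO without peptide and 100% = 100 nM NTR1 peptide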
Target sequence (P30989 whole entry, looked up): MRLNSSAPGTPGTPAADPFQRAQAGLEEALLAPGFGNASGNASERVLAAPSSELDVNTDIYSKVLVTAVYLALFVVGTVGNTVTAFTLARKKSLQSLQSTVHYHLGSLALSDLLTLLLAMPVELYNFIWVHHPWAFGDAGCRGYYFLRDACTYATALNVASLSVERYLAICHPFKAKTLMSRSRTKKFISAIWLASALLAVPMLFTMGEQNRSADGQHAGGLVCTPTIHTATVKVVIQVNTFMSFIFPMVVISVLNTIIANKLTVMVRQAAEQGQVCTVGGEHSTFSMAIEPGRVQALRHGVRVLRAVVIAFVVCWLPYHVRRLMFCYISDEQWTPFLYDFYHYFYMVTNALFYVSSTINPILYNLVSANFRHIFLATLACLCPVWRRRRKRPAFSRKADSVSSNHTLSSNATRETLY
WT yeast gro inh = growth inhibition of WT strain, primary screen, mitochondrial fusion inhibitor project, WT and mutant strains, chemical genetic. mitochondrial fusion phenotypic screen. inhibition, % at 10 µM. hit rate 2.1% among 190,000; in the data active = inhibition above about 58%; tested in S. cerevisiae
AID2073 = inhibitors of Mint1-CaV2.2 protein interaction, biochemical, HTRF (AID 2073); HTRF protein-protein interaction, Mint1-CaV2.2; higher % means a stronger effect; one-dose inhibition, % at 20 µM; IC50 in µM for titrated hits; hit rate 0.19% among 290,000; in the data active = inhibition mostly above about 51%, no sharp cut-off; inconclusive = no clear call, values can overlap the other calls; inactive = mostly below about 53%; note: some results filed as inactive read as strong as hits
GPR35 arrestin U2OS = GPR35 antagonists blocking zaprinast-driven arrestin recruitment, primary screen, imaging, U2OS, beta-arrestin-GFP, zaprinast agonist (AID 2058). hit rate 0.052% among 290,000. G-protein coupled receptor 35 (Homo sapiens). U2OS GPR35 beta-arrestin-GFP translocation imaging, zaprinast antagonism; higher % means a stronger effect. inhibition, % at 10 µM, or IC50 in µM where a hit was titrated;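 active = inhibition of at least 50% with at least 30 cells and total cytoplasm GFP at most 10,000,000; inconclusive = under 30 cells or total GFP of 10,000,000 plus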
UTI89 phage lysis = inhibition of K1F phage lysis, E. coli UTI89, bacterial capsule biogenesis inhibitors, alamar blue (AID 488966). E. coli UTI89 K1F phage lysis, alamar blue, 2 h; higher % means a stronger effect. inhibition, % at 100 µM; hits with a dose series show IC50 in µM. hit rate 0.02% among 340,000;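 active = phage lysis inhibition, versus mean bacterial control, above a set limit; inconclusive = no clear call, values can overlap the other calls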;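 note: capsule biogenesis inhibitors block K1F phage lysis so surviving cells raise fluorescence; higher fluorescence means more inhibition of phage lysis; actives were called in the ten point dose series up to 300 µM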
NS5 inhibitors = Dengue-2 NS5 methyltransferase inhibitors, primary screen, biochemical, confirmation dose response (AID 588689). inhibition, % at 25 µM, or IC50 in µM where a hit was titrated. Dengue-2 NS5 methyltransferase capping enzyme assay, biochemical; higher % means a stronger effect. hit rate 0.3% among 340,000; in the data active = a potency from the dose series; inconclusive = inhibition above about 29% without an active follow-up result
RSV antiviral HEp-2 = RSV antiviral activity via CPE protection, HEp-2 cells, primary 10 µM value included (AID 2391) | HEp-2 cells, RSV-induced CPE inhibition; higher % means a stronger effect | one-dose CPE inhibition, % at 10 µM; IC50 in µM for titrated hits | hit rate 0.13% among 310,000; in the data active = a potency from the dose series; inconclusive = CPE inhibition mostly from about 23% at the one dose, without a potency; inactive = the rest, 99 in 100 with CPE inhibition below about 21%; note: strong numbers were not always called active
WT yeast gro inh mutant strain = second read-out of WT yeast gro inh, no call of its own (marks repeat the call); inhibition, %; mitochondrial fusion phenotypic screen, mutant strain inhibition
Autophagy mod cell loss 18 h = second read-out of Autophagy mod, no call of its own (marks repeat the call); toxicity, %; measured here: cell loss, nuclei count;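 cell loss after 18 h compound exposure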
NTR1 agonist cell count 20 µM = recorded beside NTR1 agonist, whose call it bears; cell count; measured here: cell count, cytotoxicity flag
NS5 inhibitors pilot replicate = also measured in NS5 inhibitors; calls as there; inhibition, %; measured here: pilot screen replicate inhibition
* marks the source's active call; other numbers are inactive results; i = inactive; ? = inconclusive; . = not tested or not shown; [ ] = dose if it differs, or a comment.

The first four compounds as a preview:
SMILES	LYP phosphatase	Autophagy mod	Autophagy mod cell loss 18 h	NTR1 agonist	NTR1 agonist cell count 20 µM	WT yeast gro inh	WT yeast gro inh mutant strain	AID2073	GPR35 arrestin U2OS	UTI89 phage lysis	NS5 inhibitors	RSV antiviral HEp-2	others
CN(C)/C=C/C(=O)c1ccc(Oc2ccccc2)cc1	2%	i	24	0.1	45	6	10	1%	-20%	-0.5%	1%	0.2%
C/C(=N\OC(=O)c1ccc(Cl)c(Cl)c1)c1sc(C)nc1C	-3%	i	-3	2.0	43	-6	-9	0%	-10%	-0.2%	5%	3.9%
Cc1ccc(NC(=S)N/N=C2/CCCCc3ccccc32)cc1	1%	.	.	12	55	.	.	-20%	-12%	0.2%	-14%	0.6%
CCc1nc(NCC2CCCO2)c2oc3ccccc3c2n1 (stereo not given)	-1%	i	-6	1.6	33	2	2	-8%	-6%	-0.4%	-11%	-0.6%

Main list, from the first entry:
SMILES	LYP phosphatase	Autophagy mod	Autophagy mod cell loss 18 h	NTR1 agonist	NTR1 agonist cell count 20 µM	WT yeast gro inh	WT yeast gro inh mutant strain	AID2073	GPR35 arrestin U2OS	UTI89 phage lysis	NS5 inhibitors	RSV antiviral HEp-2	others
CN(C)/C=C/C(=O)c1ccc(Oc2ccccc2)cc1	2%	i	24	0.1	45	6	10	1%	-20%	-0.5%	1%	0.2%
C/C(=N\OC(=O)c1ccc(Cl)c(Cl)c1)c1sc(C)nc1C	-3%	i	-3	2.0	43	-6	-9	0%	-10%	-0.2%	5%	3.9%
Cc1ccc(NC(=S)N/N=C2/CCCCc3ccccc32)cc1	1%	.	.	12	55	.	.	-20%	-12%	0.2%	-14%	0.6%
CCc1nc(NCC2CCCO2)c2oc3ccccc3c2n1 (stereo not given)	-1%	i	-6	1.6	33	2	2	-8%	-6%	-0.4%	-11%	-0.6%
COc1ccc(Br)cc1/C=N/N1C(=O)CSC1=S	-2%	.	.	0.3	42	.	.	-25%	4%	3.4%	-9%	2.2%
O=C(c1ccccc1Cl)N1CCC(N2CCC(C(=O)N3CCCC3)CC2)CC1	-10%	.	.	-0.5	53	.	.	8%	-10%	0.2%	-2%	1.7%
COc1ccc(-c2cnnn2-c2ccc(NC(=O)c3ccc(S(=O)(=O)N4CCCCC4)cc3)cc2)cc1OC	-3%	i	-8	-0.5	51	-8	-2	11%	-5%	0.4%[50 µM]	1%	6.9%
Fc1ccc(Oc2cnns2)cc1	-6%	i	-13	-2.6	77	2	-5	-7%	-18%	0.4%	-4%	1.2%
COc1ccccc1-c1nnc(SCC(=O)Nc2nc(-c3ccccc3)cs2)n1C	1%	i	-12	-0.1	97	20	17	0%	2%	0.4%	2%	6.1%
Cc1ccc(C(=O)N(CN2CCCC2=O)c2ccccc2)cc1	-9%	i	-6	1.5	78	4	-19	0%	4%	0.3%	2%	2.0%
O=c1nc(-c2ccccc2)cc(C(F)(F)F)[nH]1	-4%	i	3	0.6	52	-1	-2	8%	-1%	0.0%	-5%	0.5%
Cc1ccc(C)c(CSc2nnc([C@@H]3CCCN3)o2)c1	-3%	.	.	-1.0	51	.	.	-1%	1%	0.3%	-3%	1.9%
Cc1c(C)c2ccc(OCC(=O)N(C)C)c(C)c2oc1=O	-11%	i	-3	-0.1	63	-19	-32	3%	-8%	-1.5%	-6%	1.2%
CN(Cc1ccccc1Cl)C(=O)C1CCC(=O)N(C2CCCCCC2)C1 (stereo not given)	-14%	.	.	1.2	57	.	.	-6%	2%	4.2%	-3%	.
CC(Nc1cc(N2CCN(C(=O)C(C)(C)C)CC2)ccc1[N+](=O)[O-])c1ccccc1 (stereo not given)	4%	i	4	4.3	64	25	-8	-9%	2%	0.2%	3%	16%	NS5 inhibitors pilot replicate=5.5
COC(=O)C1=C(C)NC(C)=C(C(=O)OC)C1C(=O)OCC(=O)c1ccc(F)cc1	-5%	i	6	0.7	64	-6	1	7%	-9%	0.3%	-8%	2.2%
O=C(CCN1C(=O)/C(=C/c2ccc(F)cc2)SC1=S)Nc1cccnc1	-4%	.	.	3.5	54	.	.	11%	5%	0.9%	0%	0.0%
COc1cccc(CNC(=O)CCC2CCCN(C(=O)c3cc4ccccc4o3)C2)c1 (stereo not given)	-7%	i	7	1.1	63	9	1	13%	6%	0.1%	-2%	12%
O=C(Nc1nnc(-c2ccccc2)o1)c1cc(Cl)sc1Cl	-4%	i	-8	-0.9	64	60	70	6%	-8%	4.7%	1%	-0.3%
Cc1ccc2c(c1)c1ccc3c(c1n2C)C(=O)C=CC3=O	-4%	.	.	21	84	.	.	-32%	4%	0.0%	48%	.
COc1ccc(S(=O)(=O)N2CCOCC2)cc1NC(=O)Cc1ccc2c(c1)OCCO2	.	.	.	-1.1	45	.	.	.	.	0.4%[50 µM]	-8%	0.6%
COc1ccc(NC(=O)CCCc2ccccc2)cc1OC	-9%	.	.	-0.2	48	.	.	7%	2%	7.4%	-8%	0.8%
COc1ccc(S(=O)(=O)Cc2ccc(C(=O)NCc3cccnc3)o2)cc1	-16%	i	9	3.2	51	10	-2	-1%	-9%	3.9%	0%	0.3%
CCOC(=O)CSc1c(-c2ccc(Cl)cc2)[nH]c2ccccc12	3%	i	39	11	88	-10	-14	-4%	3%	-0.4%	0%	3.8%
CCOC(=O)N1CCN(C(=O)C2CCCN(S(=O)(=O)c3ccc(C)cc3)C2)CC1 (stereo not given)	-1%	i	1	2.0	63	-5	8	1%	-9%	-0.1%	-4%	0.7%
COc1cc(/C=N/O)ccc1Oc1cnccn1	-7%	.	.	-0.6	106	.	.	-6%	4%	-0.2%	7%	1.5%
Cn1cc(Br)c(C(=O)NNC(=O)c2ccc(Cl)cc2)n1	-6%	i	-8	0.5	32	-16	-17	-7%	-7%	2.3%	-10%	0.2%
Cn1c(SCC(=O)c2ccc(F)cc2)nc2cccnc21	-1%	i	3	0.9	54	29	26	-11%	-4%	0.7%	13%	1.7%
COc1cccc(NC(=O)CNC(=O)[C@@H]2Cc3ccccc3CN2C(=O)OC(C)(C)C)c1	0%	.	.	0.4	54	.	.	-3%	8%	0.0%	0%	-1.1%
Oc1ccccc1C1CC(c2cccs2)=NC(c2ccc(Cl)cc2)N1 (stereo not given)	0%	i	5	12	46	73*	73*	5%	-4%	0.0%	-25%	-1.9%
O=C1CCN(C(=O)c2ccc(Cl)cc2)N1	-8%	i	4	-1.2	87	-1	-9	48%	2%	0.3%	-5%	0.1%
Cc1noc(C(=O)Nc2ccc(C#N)cc2)c1Cl	-4%	.	.	0.6	53	.	.	5%	11%	3.1%[50 µM]	3%	?
Cn1nccc1NC(=O)Nc1cccc(Cl)c1	-3%	.	.	-0.1	42	.	.	2%	9%	1.0%	-4%	0.4%
CCCCOc1ccc(/C(O)=C2/C(=O)C(=O)N(CCN(C)C)C2c2ccc(O)c(OC)c2)cc1 (stereo not given)	-4%	i	37	0.7	46	0	-2	2%	-9%	5.7%	-3%	3.4%
CN(CCc1nc2ccccc2[nH]1)Cc1nc(CC2CC2)no1	-9%	i	-3	-1.8	87	6	3	1%	2%	0.0%	-11%	0.1%
Cc1[nH]n(C(N)=S)c(=O)c1N=Nc1ccc(S(=O)(=O)N2CCCCCC2)cc1	-5%	i	-1	4.0	44	68*	34*	-14%	-1%	0.1%	12%	1.9%	NS5 inhibitors pilot replicate=0.8
COc1cccc(C(=O)NCc2cn3ccsc3n2)c1	-3%	i	5	2.0	83	6	3	14%	0%	8.0%	-1%	2.0%
Cc1c(C)n(Cc2ccccc2)c2ncnc(NN)c12	-3%	.	.	-0.3	102	.	.	6%	-2%	0.0%	-26%	12%
CCOC(=O)c1ccc(N2C(=O)c3n[nH]c(C)c3C2c2ccc(O)cc2)cc1 (stereo not given)	-2%	i	-12	1.9	82	-7	4	-6%	-8%	-0.3%	-12%	4.5%
CSC1=N/C(=C\c2ccccc2)C(=O)N1C	-1%	i	-5	-1.1	53	10	6	0%	-4%	6.6%	-11%	1.2%
CCn1c(SCC(=O)NC2CC2)nnc1-c1ccc(OC)cc1	-8%	.	.	0.5	62	.	.	-10%	-6%	1.3%[50 µM]	5%	3.5%
O=C(NC1CC1)C1CCCN(C(=O)NC2CCCCC2)C1 (stereo not given)	-5%	i	20	-0.4	48	-7	-6	5%	-13%	0.4%	2%	0.1%
CNC(=O)c1[nH]cnc1C(=O)Nc1ccc(Cl)cc1	1%	.	.	0.7	68	.	.	-10%	-4%	0.1%	-4%	-2.2%
COc1ccc(S(=O)(=O)N2CCc3ccccc32)cc1C(=O)Nc1cccnc1	-6%	.	.	2.4	65	.	.	-18%	6%	-0.1%	-10%	-0.4%
O=C(NCc1cccnc1)c1nc(-c2cccs2)no1	-5%	i	26	-2.0	86	-3	8	8%	7%	0.6%	-2%	2.3%
CC(NC(=O)CN(c1ccc(Br)cc1)S(C)(=O)=O)c1ccccc1 (stereo not given)	-7%	.	.	-0.9	51	.	.	-3%	-10%	0.0%	-3%	0.8%	NS5 inhibitors pilot replicate=-1.5
Cc1ccc(N(CC(=O)NCc2ccco2)C(=O)CCC(=O)Nc2nccs2)cc1	-5%	.	.	1.3	67	.	.	1%	8%	0.2%	-11%	0.1%
CC(=O)c1ccc(OCCn2c(SCC(=O)O)nc3ccccc32)cc1	-12%	.	.	0.5	52	.	.	-7%	4%	0.1%	-8%	-0.1%
C=CCOC(=O)/C(=C\c1cccc2ccccc12)NC(=O)c1ccccc1	2%	i	-11	-1.4	28	11	37	-4%	0%	0.2%	-5%	3.2%
CC(NC(=O)CSc1n[nH]c(N)n1)c1ccccc1 (stereo not given)	-6%	.	.	-0.6	48	.	.	3%	6%	0.3%	-8%	0.6%

Carrying on.
SMILES	LYP phosphatase	Autophagy mod	Autophagy mod cell loss 18 h	NTR1 agonist	NTR1 agonist cell count 20 µM	WT yeast gro inh	WT yeast gro inh mutant strain	AID2073	GPR35 arrestin U2OS	UTI89 phage lysis	NS5 inhibitors	RSV antiviral HEp-2	others
O=C(C(=O)N1CCN(c2ccc([N+](=O)[O-])cc2)CC1)c1cn(CC(=O)N2CCOCC2)c2ccccc12	-3%	.	.	0.6	60	.	.	-3%	0%	0.0%	3%	1.6%
COc1ccccc1CCNC(=O)CSc1ccc(-c2cccs2)nn1	-2%	i	3	-0.9	57	-15	5	1%	-2%	-0.2%	-5%	2.4%
CCCCN1CCNC[C@H]1Cc1ccc(O)cc1	.	.	.	-1.9	66	.	.	.	.	-0.2%	4%	0.6%
COC(=O)C1=C(C)N(c2ccc(C(=O)OC)cc2)C(=O)C1	-2%	i	8	0.7	79	1	4	0%	2%	3.7%	-1%	0.8%

Compounds as they come (roughly 2.6% active in at least one column).
